Screens: PubChem, several laboratories
VLA-4 inh: inhibition in a human VLA-4 binding assay; actives 0.2% (n = 330,000); inhibition, % (about 7 µM as worked out from the volumes in the protocol); AID 2557; VLA-4 expressing cells, ligand binding flow cytometry; in the data active means inhibition above about 50%
HCV core dimer: blocks dimerization of HCV core protein. actives 0.33% (n = 300,000). TR-FRET GST/Flag-core106 dimerization, 1536-well. inhibition, % at 5 µM;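 active means inhibition above the mean of all tested compounds plus 3 SD, set per screening campaign, cut at about 45% in these data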
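Test system: GST/Flag-tagged HCV core106 proteins; Medium: KF-containing HEPES buffer, pH 7.45, DTT, CHAPS, BSA; Times: compound-protein-antibody incubation 4 h at 22.5 °C; Detection: TR-FRET 671 and 617 nm emission; Benchmarks: wells lacking GST-core106 and wells with excess unlabelled core106.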
PP5 inh: inhibitors of human protein phosphatase 5 (PP5) | inhibition, % at 6.7 µM | AID 1987 | purified PP5c, OMFP substrate fluorescence | actives 0.18% (n = 320,000);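 active means inhibition above the campaign's mean inhibition across all tested compounds plus 3 SD, cut at about 9.5% in these data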;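 further: 0% = DMSO only and 100% = 100 µM cantharidin control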
JMJD2C inh: blocks human GASC-1 demethylase activity. inhibition, % at 2.35 µM. AID 2099. Q9H3R0. GST-JMJD2C(1-420) H3K9me3 demethylation, DELFIA europium. actives 0.069% (n = 330,000);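 active means more than half of a compound's replicate wells show inhibition beyond 50%, single wells judged on their own value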;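 further: signal counts dimethyl H3K9 product captured on neutravidin plate; 0% = median of DMSO wells and 100% = 0.3 times that DMSO median; strong numbers were not always called active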
PP1 inh: blocks human PP1-alpha phosphatase, a PP5 counter-screen | inhibition, % at 6.7 µM | actives 0.9% (n = 320,000) | AID 2235 | P62136 | purified PP1alpha, OMFP fluorescence;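 active means inhibition above the mean inhibition of all tested compounds plus 3 SD, computed separately for each screening campaign, cut at about 15% in these data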
GRK2 inh: human GRK2 inhibition via aptamer displacement | bead flow cytometry, FAM-aptamer displacement from GRK2 | inhibition of aptamer binding, % at 10 µM | actives 0.59% (n = 330,000) | AID 488847;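 active means inhibition of aptamer binding above 40%, roughly 3 SD of noise, on plates passing a quality check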;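 further: median bead fluorescence of bound FAM aptamer so fluorescent compounds give negative values; no value below 0 was filed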
Target sequence (P25098 whole entry, looked up): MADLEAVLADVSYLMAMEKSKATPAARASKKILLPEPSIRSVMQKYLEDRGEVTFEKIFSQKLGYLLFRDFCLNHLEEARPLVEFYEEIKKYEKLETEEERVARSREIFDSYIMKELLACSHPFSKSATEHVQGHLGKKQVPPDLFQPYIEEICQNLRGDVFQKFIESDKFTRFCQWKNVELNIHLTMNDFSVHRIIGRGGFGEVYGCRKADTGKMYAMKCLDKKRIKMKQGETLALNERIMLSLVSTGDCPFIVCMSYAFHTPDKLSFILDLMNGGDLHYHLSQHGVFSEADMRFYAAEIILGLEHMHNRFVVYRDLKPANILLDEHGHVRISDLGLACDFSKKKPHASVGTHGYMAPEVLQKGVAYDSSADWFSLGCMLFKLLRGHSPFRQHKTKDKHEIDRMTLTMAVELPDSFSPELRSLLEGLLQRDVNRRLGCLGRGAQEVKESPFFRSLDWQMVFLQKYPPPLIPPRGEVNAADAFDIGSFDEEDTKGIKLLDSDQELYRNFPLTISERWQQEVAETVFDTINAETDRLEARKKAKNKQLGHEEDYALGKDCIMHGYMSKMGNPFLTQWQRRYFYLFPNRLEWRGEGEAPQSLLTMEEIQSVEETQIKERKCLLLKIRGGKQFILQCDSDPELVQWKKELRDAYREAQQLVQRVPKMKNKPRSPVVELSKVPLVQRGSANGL
proCasp3 act: procaspase-3 (human) activation | activation, % at 8.5 µM | actives 0.11% (n = 330,000) | recombinant procaspase-3 D3A, Ac-DEVD-pNA absorbance 405 nm | P42574;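 active means activation above the mean of all tested compounds plus 3 SD, cut at about 21% in these data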;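 further: 0% = DMSO alone and 100% = DMSO wells spiked with extra 5 µM PC-3 D3A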
Target sequence (P42574 whole entry D9A/D28A/D175A): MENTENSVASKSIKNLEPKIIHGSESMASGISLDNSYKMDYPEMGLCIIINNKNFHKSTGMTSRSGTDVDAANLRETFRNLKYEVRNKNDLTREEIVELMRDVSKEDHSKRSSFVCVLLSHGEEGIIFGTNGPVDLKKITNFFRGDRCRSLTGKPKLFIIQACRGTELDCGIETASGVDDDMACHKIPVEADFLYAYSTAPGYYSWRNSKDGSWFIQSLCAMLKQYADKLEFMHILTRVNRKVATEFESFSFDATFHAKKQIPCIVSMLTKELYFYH
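Test system: Procaspase-3 D3A mutant; medium: Zinc-free HEPES/NaCl buffer with 0.01% Triton X-100 at pH 7.4; reagent: DEVD-pNA substrate; doses: one concentration, 8.5 µM nominal, 0.8% DMSO; times: 1 h preincubation plus 2 h reaction at 25 °C; signal: Epi-absorbance at 405 nm of released p-nitroaniline, 0 and 120 min; replicates: singlicate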
proCasp7 act: counter-screen for procaspase-3 activators: activators of human procaspase-7. P55210. recombinant procaspase-7, Ac-DEVD-pNA absorbance 405 nm; D23A/D198A/D206A triple mutant, cannot self-cleave; scale: DMSO 0, 5 µM enzyme 100. activation, % at 8.5 µM. actives 0.093% (n = 330,000). AID 463210;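 active means percent activation above the screen-wide mean plus 3 SD, cut at about 25% in these data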
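System: Procaspase-7 triple mutant (PC-7 D3A); measure: % activation from two-timepoint absorbance difference, scaled to controls; times: 1 h compound preincubation, 2 h substrate cleavage, 25 °C; also added: Ac-DEVD-pNA substrate, 400 µM as added; measured by: Epi-absorbance of released pNA at 405 nm, two timepoints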
Fh CTSL1 inh: cathepsin L1 inhibition, PFM18AAP counter-screen | recombinant F. hepatica cathepsin L1, Z-Leu-Arg-MCA fluorescence | inhibition, % at 5.96 µM | actives 0.49% (n = 300,000) | AID 1906;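 active means inhibition above the mean of all tested compounds plus 3 SD, set per screening campaign, cut at about 17% in these data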;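 further: 0% = plate median of test compound wells and 100% = 1 µM Z-Phe-Ala-diazomethylketone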
Active calls of the source: *.

For Cc1ccc(N(CC(=O)NCC2CCCO2)C(=O)Cn2nnc(-c3cccs3)n2)cc1 (stereo not given) the results were VLA-4 inh -14, HCV core dimer -3, PP5 inh 2.8, JMJD2C inh -10, PP1 inh -4, GRK2 inh 1, proCasp3 act 3, proCasp7 act 14 and Fh CTSL1 inh 0.
For NNC(=O)c1oc2nc(-c3ccccc3)cc(-c3ccco3)c2c1N the results were VLA-4 inh -40, HCV core dimer 18, PP5 inh -0.4, JMJD2C inh 15, PP1 inh 11, GRK2 inh 0, proCasp3 act 0, proCasp7 act -6 and Fh CTSL1 inh 0.
For Cc1nc2ccc(Cl)cn2c1C(=O)NN the results were VLA-4 inh -5, HCV core dimer 1, PP5 inh 0.3, JMJD2C inh 54, PP1 inh -1, GRK2 inh 3, proCasp3 act -4, proCasp7 act -6 and Fh CTSL1 inh 1.
O=C(c1cc2ccccc2cc1O)N1CCCC(C(F)(F)F)C1 (stereo not given) was read as VLA-4 inh -7, HCV core dimer 8, PP5 inh 4.1, JMJD2C inh -16, PP1 inh -2, GRK2 inh 0, proCasp3 act -2, proCasp7 act -8 and Fh CTSL1 inh 3.
`Cc1ccc(NC(=O)N2CCCC(C(=O)O)C2)cc1` (stereo not given) gave VLA-4 inh 4, HCV core dimer 1, PP5 inh -0.6, JMJD2C inh 7, PP1 inh -4, GRK2 inh 1, proCasp3 act -4, proCasp7 act 3 and Fh CTSL1 inh 2.
O=C(Nc1ccn(Cc2ccccc2)n1)c1ccc(F)cc1 was read as VLA-4 inh 10, HCV core dimer 2, PP5 inh 0.8, JMJD2C inh 7, PP1 inh -4, GRK2 inh 16, proCasp3 act 14, proCasp7 act 1 and Fh CTSL1 inh 1.
`COc1ccc(-c2csc3nc(-c4ccccc4OC)oc(=O)c23)cc1` gave VLA-4 inh 0, HCV core dimer 21, PP5 inh 1.8, JMJD2C inh -2, PP1 inh 2, GRK2 inh 2, proCasp3 act -2, proCasp7 act 8 and Fh CTSL1 inh 6.
CC(NC(=O)CCNC(=O)N1CCn2c1nc1ccccc12)c1ccccc1 (stereo not given) was read as VLA-4 inh 6, HCV core dimer 3, PP5 inh 1.4, JMJD2C inh 6, PP1 inh -2, GRK2 inh 4, proCasp3 act 1, proCasp7 act 14 and Fh CTSL1 inh -14.
`COc1ccc(NC(=O)C2CCCN(C(=O)Nc3cccc(OC)c3)C2)cc1` (stereo not given) gave VLA-4 inh -6, HCV core dimer -3, PP5 inh 1.0, JMJD2C inh -5, PP1 inh -2, GRK2 inh 0, proCasp3 act -5, proCasp7 act 4 and Fh CTSL1 inh -2.
Screening COc1ccc(Oc2cccc(Cl)c2CNC(=O)CC(C)(C)CC(=O)O)cc1 returned VLA-4 inh -3, HCV core dimer 5, PP5 inh -4.0, JMJD2C inh -4, PP1 inh -4, GRK2 inh 2, proCasp3 act -4, proCasp7 act 4 and Fh CTSL1 inh -3.
For Cc1nc(NCCc2ccc(F)cc2)c(C#N)c(C)c1[N+](=O)[O-] the results were VLA-4 inh 11, HCV core dimer -4, PP5 inh 4.2, JMJD2C inh 1, PP1 inh 2, GRK2 inh 1, proCasp3 act 0, proCasp7 act -6 and Fh CTSL1 inh 1.
Screening CCOc1ccc(-n2c(SCC(=O)N3CCc4ccccc43)nnc2-c2c[nH]c3ccccc23)cc1 returned VLA-4 inh 19, HCV core dimer 19, PP5 inh 4.2, JMJD2C inh -15, PP1 inh 6, GRK2 inh 0, proCasp3 act 2, proCasp7 act 1 and Fh CTSL1 inh 1.
For Cc1noc(C)c1COc1ccc(C(=O)Nc2nnc(CC(C)C)s2)cc1 the results were VLA-4 inh 11, PP5 inh 1.3, PP1 inh 0, GRK2 inh 4, proCasp3 act -3 and proCasp7 act 11.
COc1ccc2cc(-c3csc(-c4cccnc4)n3)ccc2c1 was read as VLA-4 inh 6, HCV core dimer -43, PP5 inh -1.8, JMJD2C inh 14, PP1 inh 12, GRK2 inh 0, proCasp3 act -10, proCasp7 act -2 and Fh CTSL1 inh -2.
O=C(Cc1ccccc1[N+](=O)[O-])NCCCc1ccccc1 was read as VLA-4 inh 2, HCV core dimer 10, PP5 inh -0.7, JMJD2C inh 1, PP1 inh 0, GRK2 inh 2, proCasp3 act 4, proCasp7 act 9 and Fh CTSL1 inh 2.
Screening Cc1ccc(C(=O)OCC(=O)NCCC2=CCCCC2)s1 returned VLA-4 inh 3, HCV core dimer 0, PP5 inh 3.0, JMJD2C inh 39, PP1 inh -6, GRK2 inh 0, proCasp3 act -4, proCasp7 act -8 and Fh CTSL1 inh -9.
Screening Cc1ccccc1C(=O)Nc1nnc(SCC(=O)NCc2ccco2)s1 returned VLA-4 inh 13, HCV core dimer 11, PP5 inh 1.9, JMJD2C inh -3, PP1 inh -1, GRK2 inh 0, proCasp3 act 8, proCasp7 act -2 and Fh CTSL1 inh 1.
Screening COc1cc(/C=N/NC(=O)c2cc3ccccc3[nH]2)ccc1O returned VLA-4 inh -2, HCV core dimer -22, PP5 inh 2.5, JMJD2C inh -5, PP1 inh 5, GRK2 inh 0, proCasp3 act -4, proCasp7 act -12 and Fh CTSL1 inh 9.
`N/C(=N\OC(=O)c1cccc(Br)c1)c1ccc([N+](=O)[O-])cc1` gave VLA-4 inh 14, HCV core dimer 1, PP5 inh 1.7, JMJD2C inh 4, PP1 inh -4, GRK2 inh 0, proCasp3 act 6, proCasp7 act -10 and Fh CTSL1 inh -1.
`CC(=O)N1c2ccc(S(=O)(=O)NCCC(=O)N3CCC(C)CC3)cc2CC1C` (stereo not given) gave VLA-4 inh 10, HCV core dimer -1, PP5 inh 0.4, JMJD2C inh 28, PP1 inh -1, GRK2 inh 4, proCasp3 act 10, proCasp7 act -5 and Fh CTSL1 inh -2.

The list goes on, starting with the last three of the part before.
Screening COc1cc(/C=N/NC(=O)c2cc3ccccc3[nH]2)ccc1O returned VLA-4 inh -2, HCV core dimer -22, PP5 inh 2.5, JMJD2C inh -5, PP1 inh 5, GRK2 inh 0, proCasp3 act -4, proCasp7 act -12 and Fh CTSL1 inh 9.
`N/C(=N\OC(=O)c1cccc(Br)c1)c1ccc([N+](=O)[O-])cc1` gave VLA-4 inh 14, HCV core dimer 1, PP5 inh 1.7, JMJD2C inh 4, PP1 inh -4, GRK2 inh 0, proCasp3 act 6, proCasp7 act -10 and Fh CTSL1 inh -1.
`CC(=O)N1c2ccc(S(=O)(=O)NCCC(=O)N3CCC(C)CC3)cc2CC1C` (stereo not given) gave VLA-4 inh 10, HCV core dimer -1, PP5 inh 0.4, JMJD2C inh 28, PP1 inh -1, GRK2 inh 4, proCasp3 act 10, proCasp7 act -5 and Fh CTSL1 inh -2.
O=C(CC1NC(=S)NC1=O)c1ccc(Cl)cc1 (stereo not given) was read as VLA-4 inh 0, HCV core dimer 1, PP5 inh -0.6, JMJD2C inh -3, PP1 inh 2, GRK2 inh 0, proCasp3 act 7, proCasp7 act 6 and Fh CTSL1 inh 5.
COc1ccc(NC(=O)C(=O)Nc2cccc3cccnc23)cc1OC was read as VLA-4 inh 16, HCV core dimer 10, PP5 inh 4.5, JMJD2C inh -23, PP1 inh 11, GRK2 inh 0, proCasp3 act 4, proCasp7 act -6 and Fh CTSL1 inh -1.
For COC(=O)N/N=C/c1cc([N+](=O)[O-])cc(Br)c1O the results were VLA-4 inh 6, HCV core dimer -7, PP5 inh 2.9, JMJD2C inh 1, PP1 inh 1, GRK2 inh 1, proCasp3 act -5, proCasp7 act -10 and Fh CTSL1 inh 1.
Screening COc1ccccc1C(=O)Nc1cccnc1 returned VLA-4 inh 2, HCV core dimer 1, PP5 inh 0.5, JMJD2C inh -4, PP1 inh -6, GRK2 inh 0, proCasp3 act -9, proCasp7 act 2 and Fh CTSL1 inh -2.
`CCCN1C(=O)S/C(=C/c2ccc(N3CCOCC3)o2)C1=O` gave VLA-4 inh 2, HCV core dimer -22, PP5 inh 3.3, JMJD2C inh -25, PP1 inh 0, GRK2 inh 7, proCasp3 act -23, proCasp7 act -23 and Fh CTSL1 inh 5.
For Cc1cc(S(=O)(=O)NCCN2CCOCC2)ccc1Cl the results were VLA-4 inh 4, HCV core dimer -10, PP5 inh -0.8, JMJD2C inh 2, PP1 inh 2, GRK2 inh 1, proCasp3 act 9, proCasp7 act -1 and Fh CTSL1 inh 1.
O=C(NN=C(Cc1ccccc1)Cc1ccccc1)C1CC1 was read as VLA-4 inh 1, HCV core dimer 1, PP5 inh 0.1, JMJD2C inh -38, PP1 inh -3, GRK2 inh 3, proCasp3 act -4, proCasp7 act 3 and Fh CTSL1 inh -4.
CCOc1ccccc1Nc1ncnc2c1cnn2-c1ccccc1 was read as VLA-4 inh 11, HCV core dimer 0, PP5 inh 2.0, JMJD2C inh -10, PP1 inh 0, GRK2 inh 1, proCasp3 act 5, proCasp7 act 4 and Fh CTSL1 inh 1.
Screening Cn1cc(SCC(=O)N2CCCc3ccccc32)c2ccccc21 returned VLA-4 inh 17, HCV core dimer 1, PP5 inh 5.0, JMJD2C inh 6, PP1 inh 8, GRK2 inh 0, proCasp3 act 1, proCasp7 act 3 and Fh CTSL1 inh 2.
O=C(O)c1ccc(C[n+]2c(-c3ccccc3)csc2Nc2ccccc2)cc1 was read as VLA-4 inh 5, HCV core dimer 13, PP5 inh 2.6, JMJD2C inh 13, PP1 inh 3, GRK2 inh 1, proCasp3 act 0, proCasp7 act -4 and Fh CTSL1 inh -2.
CCN(CC)c1ccc(/C=N/NC(=O)c2cnccn2)c(O)c1 was read as VLA-4 inh 19, HCV core dimer -18, PP5 inh 1.2, JMJD2C inh 4, PP1 inh 2, GRK2 inh 0, proCasp3 act 17, proCasp7 act -3 and Fh CTSL1 inh 4.
Cc1ccc(OCC(=O)Nc2cccc(O)c2)cc1C was read as VLA-4 inh -4, HCV core dimer -5, PP5 inh 2.8, JMJD2C inh -24, PP1 inh -1, GRK2 inh 0, proCasp3 act 8, proCasp7 act -2 and Fh CTSL1 inh -3.
For O=C(NCCOc1ccccc1)C1CCC(=O)N(CCc2ccc(Cl)cc2)C1 (stereo not given) the results were VLA-4 inh -2, HCV core dimer -4, PP5 inh 2.1, JMJD2C inh 1, PP1 inh -2, GRK2 inh 0, proCasp3 act -6, proCasp7 act 11 and Fh CTSL1 inh -3.
